Assay outcomes as filed in PubChem BioAssay.
HTT cytoprotect: protects HTT-Q103 PC12 cells, measured by ATP; PC12 HTT-Q103 induced, cytoprotection, ATP luminescence, 40 h; Potency, µM (series often up to 56.4 µM), for the others: cytoprotection (ATP increase), usual class: activators; 230,000 tested, 0.14% active; AID 1471;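 further: % of control where 0% means no effect; nearly all actives have a fitted effect of over 45% in size; toxic huntingtin expression switched on by the ecdysone agonist tebufenozide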
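Stable PC12 Q103-GFP cells in serum-supplemented, phenol red-free DMEM; induction by tebufenozide at 100 nM final; compound dose series; cell viability quantified luminescently from ATP.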
IMPase Li cell: cell-permeable IMPase inhibitors with lithium potentiation | CHO-M1 cells, IP1 TR-FRET (IP-One), carbachol + lithium | Potency, µM (highest dose often 59.4 µM), inactives show at the highest dose activity, negative = IMPase inhibition, hits mostly inhibitors | 210,000 tested, 0.35% active | AID 1457;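 further: IP1 builds up when IMPase is blocked and the TR-FRET signal falls; plate controls were basal vehicle for no effect and high inhibitor control for full effect; nearly all actives have a fitted effect of over 50% in size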
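Test compounds were applied to CHO-M1 cells previously cultured for 16–30 h at 2000 per well. A small lithium amount accompanied them; after 30 min at 37C, IP1 was quantified by TR-FRET.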
GAA inh: alpha-glucosidase (human) inhibition; P10253; purified human GAA, 4-MU-alpha-glucoside fluorescence; Potency, µM (highest dose often 76.9 µM), for the others: at the highest dose activity change, negative = inhibition, actives largely listed as inhibitors; 200,000 tested, 0.005% active; AID 1466;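 further: plate controls were uninhibited enzyme wells for no effect and no-enzyme background for full effect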
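Activity normalized between no-enzyme (basal) and enzyme-only wells. Conditions: 4 nM human enzyme, 400 uM fluorogenic substrate, citrate/phosphate pH 5.0 with Tween-20, 20 min room temperature, compounds up to 77 uM.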
HTT aggregate: inhibitors of mutant huntingtin aggregate formation in PC12 cells | AID 1688 | Potency, µM (titrated, usually from 46.1 µM), for inactives: at the top dose activity change, negative = inhibition, actives largely listed as inhibitors | PC12 HttQ103-GFP aggregates, Acumen cytometry, 40 h | 220,000 tested, 1.1% active; further: on the % scale 0 is the no-effect control and ±100 the full control effect; nearly all actives have a fitted effect of over 60% in size
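Ecdysone-promoter PC12 model expressing HTT exon 1 Q103 fused to GFP, induced by tebufenozide at 100 nM final. Compounds titrated; aggregates sized 1–25 µm scored on a 488 nm laser cytometer.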
GAA glycogen: inhibitors or activators of human alpha-glucosidase glycogen cleavage; P10253; AID 2100; recombinant GAA, glycogen substrate, Amplex Red glucose oxidase fluorescence; Potency, µM (series often up to 76.4 µM), without a hit: top-dose activity change, negative = inhibition, most hits filed as inhibitors; 300,000 tested, 0.38% active;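 further: 0% = full enzyme reaction and -100% = no-enzyme basal signal; the screen sought inhibitors and activators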
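Recombinant human enzyme (4 nM); glycogen substrate; 37 C, 40 min, pH 5.0. Readout: coupled glucose oxidase/Amplex Red fluorescence.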
RGS12 GoLoco inh: RGS12 GoLoco-Gai1 interaction inhibition. P63096. Gai1:RGS12 GoLoco peptide FP, rhodamine, 10 min. Potency, µM (top dose mostly 61.6 µM), without a hit: top-dose activity, negative = inhibition, hits mostly inhibitors. 230,000 tested, 0.44% active; active means well fitted inhibition curve with a large enough effect, not every such curve was filed as active; inactive means no such curve, though single readings can be large or run the other way; further: on the % scale 0 is the no-effect control and ±100 the full control effect; nearly all actives have a fitted effect of over 30% in size; many of its hits are not listed in these tables
Target sequence (P63096 whole entry, looked up): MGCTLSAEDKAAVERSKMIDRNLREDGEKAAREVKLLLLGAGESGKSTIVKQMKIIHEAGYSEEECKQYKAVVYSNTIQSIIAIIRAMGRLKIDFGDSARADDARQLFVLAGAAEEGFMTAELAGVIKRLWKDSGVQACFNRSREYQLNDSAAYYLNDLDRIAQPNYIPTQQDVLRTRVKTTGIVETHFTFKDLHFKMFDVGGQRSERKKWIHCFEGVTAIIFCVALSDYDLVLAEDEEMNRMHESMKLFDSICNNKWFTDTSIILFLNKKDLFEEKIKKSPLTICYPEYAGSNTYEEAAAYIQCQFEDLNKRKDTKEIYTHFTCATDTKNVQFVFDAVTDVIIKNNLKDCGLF
aGlu spleen mod: inhibits or activates alpha-glucosidase in human spleen homogenate | P10253 | human spleen homogenate, 4-MU-alpha-glucoside fluorescence | Potency, µM (top dose mostly 79.9 µM), for the others: at the highest dose activity change, negative = inhibition, hits mostly inhibitors | 240,000 tested, 0.006% active;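 further: 0% = enzyme with vehicle and -100% = no enzyme basal signal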
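Human spleen homogenate (1 ug) incubated with compounds and 1 mM 4-methylumbelliferyl-alpha-D-glucopyranoside in pH 5.0 citrate/phosphate buffer, 37 C, 40 min. Stopped at pH 10; 4-MU fluorescence (Ex 365/Em 440 nm); AC50 by Hill fit.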
* = called active by the depositor; ? = inconclusive; · = no result given; & = joins results of further samples; [ ] = another dose, or the depositor's remark. Unless noted, the call rests on the fitted dose curve; in most records, active means well fitted curve in the direction sought with a large enough effect; inconclusive means small, poorly fitted or top-dose-only effect, or another doubt; inactive means no such curve, though single readings can be large; an effect the other way counts as inactive or inconclusive. Potency means the concentration at half of the fitted maximal effect.

SMILES | HTT cytoprotect | IMPase Li cell | GAA inh | HTT aggregate | GAA glycogen | RGS12 GoLoco inh | aGlu spleen mod
Cc1ccc(/C=C/c2nnc(-c3cccs3)o2)cc1 | -93.2%[inhibitor] | 9.0%[38.3 µM] | -5.9% | 26.0% | 4.4% | 10.8% | -1.2%
Nc1c(C(=O)NCc2ccco2)nnn1CC(=O)Nc1ccccc1 | -47.4%[inhibitor][10 µM] | 1.1%[38.3 µM] | -4.6% | ? | 8.7% | 6.3% | -6.2%
Cc1ccc(Oc2nc3ccccn3c(=O)c2/C=C(\C#N)C(=O)Nc2c(C)n(C)n(-c3ccccc3)c2=O)c(C)c1 | 15.7%[10 µM] | 2.5% | 11.7% | -9.4% | 8.3% | 2.2% | 6.4%
CN(C)C=C1C(=O)c2ccccc2C1=O | -12.7% | 3.5%[38.3 µM] | -1.1% | ? | 5.4% | -10.1% | 1.8%
COc1ccc(N2CCN(C(=O)CN(c3cccc(Br)c3)S(C)(=O)=O)CC2)cc1 | -0.8%[10 µM] | 32.5%[activator][38.3 µM] | -5.6% | ? | 1.4% | -4.1% | -7.2%
COc1ccc(C(c2c(C)[nH]n(C(N)=S)c2=O)C(C#N)C#N)cc1 (configuration not stated) | 12.8%[1.9 µM] | 13.3% | 0.1% | 13.0% | -12.8% | -2.9% | 3.5%
COc1ccc(NC(=O)/C=N/O)cc1 | -3.0% | 3.0% | 3.3% | 5.5% | -6.7% | 14.6% | 6.2%
C1=C(C(c2nnnn2C2CCCCC2)N2CCCCC2)COc2ccccc21 (configuration not stated) | 0.7% | 2.3%[38.3 µM] | -2.7% | 12.9% | -2.0% | -5.2% | 4.7%
COC(=O)C1=C(C)NC(=O)CC1c1cccc(Cl)c1Cl (configuration not stated) | -2.4% | 14.8% | -5.5% | 8.5% | -3.2% | 7.0% | -13.6%
CC(C)(C)NC[C@H](O)COc1cccc2c1CCCC2=O | ? | -5.9%&-5.6% | · | 15.0%[20.6 µM] | · | -4.5%&8.2%[21.6 µM] | 5.7%&7.4%[29.1 µM]

3 records drawn at random from those above, as already listed:
SMILES | HTT cytoprotect | IMPase Li cell | GAA inh | HTT aggregate | GAA glycogen | RGS12 GoLoco inh | aGlu spleen mod
CC(C)(C)NC[C@H](O)COc1cccc2c1CCCC2=O | ? | -5.9%&-5.6% | · | 15.0%[20.6 µM] | · | -4.5%&8.2%[21.6 µM] | 5.7%&7.4%[29.1 µM]
C1=C(C(c2nnnn2C2CCCCC2)N2CCCCC2)COc2ccccc21 (configuration not stated) | 0.7% | 2.3%[38.3 µM] | -2.7% | 12.9% | -2.0% | -5.2% | 4.7%
COc1ccc(NC(=O)/C=N/O)cc1 | -3.0% | 3.0% | 3.3% | 5.5% | -6.7% | 14.6% | 6.2%

Following part.
SMILES | HTT cytoprotect | IMPase Li cell | GAA inh | HTT aggregate | GAA glycogen | RGS12 GoLoco inh | aGlu spleen mod
CCOC(=O)c1cnc(SC)nc1Oc1cccc(NC(=O)c2ccc(Cl)cc2)c1 | -7.3% | -0.4%[38.3 µM] | -1.7% | 15.5% | 5.6% | 4.9% | -3.4%
Cc1ccc(NC(=O)c2noc3c2CCc2ccccc2-3)cc1 | -6.1% | 16.0%[38.3 µM] | 0.5% | -10.0% | -1.7% | -6.6% | 6.7%
COc1ccc(NC(C)=O)cc1NC(C)C(=O)Nc1cccc2ccccc12 (configuration not stated) | -12.8%[10 µM] | 11.5%[38.3 µM] | 3.0% | 17.4% | 25.1% | 12.1% | -3.5%
CCCCNC(=O)CSc1nc2cc(OC)c(OC)cc2c(=O)n1Cc1ccc(OC)cc1 | -6.3% | -16.1%[38.3 µM] | ? | 9.1% | -2.4% | 0.2% | -3.3%
CN(CCc1cnn(C)c1)Cc1cn(C)nc1-c1ccc2c(c1)OCCO2 | 15.8%[10 µM] | 0.5% | -4.5% | 7.3%[9.22 µM] | 5.8% | 9.8% | -1.7%
CC1(C)Cc2cccc(OCC(=O)Nc3cccnc3Cl)c2O1 | -2.9%[10 µM] | 0.2%[38.3 µM] | -1.9% | 15.8% | -15.4% | -11.4% | -5.2%
O=C(CSc1nnnn1C1CCCCC1)NCc1cccc(C(=O)O)c1 | -6.2%[0.074 µM] | -0.1%[38.3 µM] | -3.5% | 4.7% | -2.3% | -8.2% | 3.6%
CCc1cccc(C)c1NC(=O)COC(=O)Cc1ccsc1 | 0.7%[10 µM] | -1.9% | 2.2% | -19.4% | -3.7% | -5.2% | 2.5%
CCCCOC(=O)Nc1sc2c(c1C(=O)OC)CCC2 | -17.4% | -3.8%[38.3 µM] | 2.3% | -15.7% | 1.8% | 2.7% | -6.8%
C=CCOc1cccc(/C=C2\C(=O)N(Cc3ccc(C)cc3)C(C)=C2C(=O)OC)c1 | 43.2%[10 µM] | 11.1% | -7.7% | ? | 6.0% | 4.9% | -13.4%
CC(C)NC(=O)c1ccc(COCC(F)(F)F)cc1 | -20.1% | 25.5%[38.3 µM] | -17.9% | -5.0% | 0.2% | 5.6% | -5.4%
C=C(C)C(=O)Nc1cccc(C2=NOC3(C2)C[C@H](C(N)=O)N(C(=O)c2ccccc2C(=O)c2ccccc2)C3)c1 (some centres not stated) | 15.1%[10 µM] | · | · | -10.2%[9.22 µM] | 8.1% | -3.5% | -3.3%
N#C/C(=C(/O)CN1CCCCC1)c1nc(-c2ccc(Cl)cc2)cs1 | -39.4% | 3.6%[38.3 µM] | -8.3% | -4.6% | 4.8% | -4.3% | 1.0%
O=C(CC1CCOCC1)Nc1ccc(Cl)c(Cl)c1 | -21.7% | -3.6% | 5.6% | -30.9% | 7.5% | 4.1% | 4.8%
CCCCCCNS(=O)(=O)c1nc2nc(C)cc(C)n2n1 | 6.5% | 18.6%[38.3 µM] | -7.9% | -9.2% | 0.9% | 6.8% | -8.8%
Cc1ccc(NC(=O)c2cccc(Cl)c2)nc1 | -27.2%[10 µM] | -8.6%[38.3 µM] | 11.3% | -8.5% | -8.9% | 3.5% | 5.5%
Cc1cc(C(=O)N/N=C/c2ccc(-c3ccc(C)c(Cl)c3)o2)n[nH]1 | -23.0%[10 µM] | · | 12.5% | 10.0%[9.22 µM] | -1.3% | -1.8% | 6.2%
COc1ccc(/C=N/NC(=O)CCc2n[nH]c(=O)[nH]c2=O)cc1O | 4.6%[10 µM] | -1.6% | 0.8% | 5.6% | 5.2% | -7.8% | -0.6%
O=C(NCc1ccncc1)NC1CCCCC1 | 6.6%[10 µM] | 11.0% | -7.7% | -2.7%[9.22 µM] | 19.6% | -0.4% | 0.3%
COc1cc(/C=N/NC(=O)C(N)=O)ccc1OCC(=O)N1C(C)CCCC1C (configuration not stated) | -26.6% | -5.8% | -0.9% | -6.3% | 2.1% | 7.8% | 1.7%
CCOC(=O)N1CCN(C(=O)COc2cccc3c2CCN(Cc2ccc(F)cc2)C3=O)CC1 | -4.8%[10 µM] | 19.2% | 0.1% | ? | 9.3% | -15.4% | -1.0%
O=[N+]([O-])c1cn(Cc2ccccc2)cn1 | 4.4%[10 µM] | -6.0% | 2.0% | 8.3% | 0.2% | -15.8% | -3.8%
CCSc1nnc(NC(=O)COc2ccccc2)s1 | ? | -1.0%[38.3 µM] | -5.4% | -5.5% | -7.3% | 3.3% | -11.4%
COc1ccc(/C=N/n2c(N)nc3ccccc32)cc1OC | -69.9%[inhibitor] | 17.7%[38.3 µM] | -7.0% | 6.0% | -4.1% | 3.0% | -3.1%
CN(Cc1ccccc1)c1nc(N)c([N+](=O)[O-])c(Nc2cccc(F)c2)n1 | -1.0% | 37.3%[activator][38.3 µM] | -34.9% | 12.2%[9.22 µM] | -5.3% | 4.5% | 1.6%
CCNC(=O)CC1C(=O)N(c2ccc(F)cc2)C(=O)N1CCc1sccc1C (configuration not stated) | 16.6% | 2.8% | 2.4% | -11.6% | -3.2% | 0.3% | 5.4%
O=c1[nH]nc(-c2ccc(F)cc2)cc1Cc1ccccn1 | 8.4%[10 µM] | · | · | -10.9%[9.22 µM] | 1.6% | -1.0% | -22.3%
FC(F)(F)c1cc(-c2ccco2)nc(NCc2ccccc2)n1 | -7.5% | 8.6%[38.3 µM] | 0.2% | -0.8% | -3.3% | 39.3%[activator] | -10.5%
COc1ccc(C(=O)Nc2ccc3nc4n(c(=O)c3c2)CCCC4)cc1[N+](=O)[O-] | 13.9%[10 µM] | -2.5% | 6.6% | ? | -2.9% | -3.9% | -12.6%
O=C(O)c1ccccc1S(=O)(=O)NCC(O)COc1ccc(Br)cc1 (configuration not stated) | -13.5% | 22.1%[38.3 µM] | -16.1% | -3.8% | 5.7% | 6.0% | 3.2%
COc1ccccc1CNC(=O)c1cnc2sccn2c1=O | -5.0%[10 µM] | 25.9%[38.3 µM] | 1.3% | -7.1% | -0.2% | 0.3% | 1.9%
Cc1ccc(-c2ccc(CO)o2)cc1N | 19.3% | -1.5% | -0.3% | -7.0% | 3.6% | 3.3% | 7.7%
CN(C)CCNC(NC(=O)c1cccs1)C(Cl)(Cl)Cl (configuration not stated) | 10.4%[10 µM] | 4.6% | 5.8% | 5.6% | -1.6% | 1.5% | -2.2%
CCN1C(=O)CS/C1=N\S(=O)(=O)c1ccc(C)cc1 | 18.8%[10 µM] | 0.0% | 5.8% | 9.8% | -12.0% | 3.8% | -2.5%
N#C/C(=C\c1ccc(Cl)cc1)c1n[nH]c(Cn2cncn2)n1 | 8.5% | 5.5%[38.3 µM] | -3.7% | -6.0% | -0.6% | 9.4% | 0.2%
CC(=O)Oc1ccc(C2(c3ccc(OC(C)=O)cc3)C(=O)Nc3ccccc32)cc1 | ? | 3.3% | · | 15.7%&10.5% | · | 9.3% | -3.2%
CCCN(CCC)C(=O)c1ccccc1C(=O)N(CCC)CCC | 16.1%[10 µM] | 6.7% | -4.5% | -15.8% | 0.4% | 3.2% | 2.9%
COc1ccc(CCNC(=O)CCCn2nc(C)c([N+](=O)[O-])c2C)cc1OC | -19.0% | -9.2% | 4.9% | 11.9% | 3.3% | 1.5% | 1.6%
COc1cccc(-c2nnc(SCc3cccnc3)o2)c1 | -43.4%[inhibitor] | 14.0%[38.3 µM] | 1.0% | ? | 30.4% | -9.4% | 7.7%
Nc1ccc(N=Nc2ccccc2)c2ccccc12 | -8.8%[10 µM] | · | · | -11.0%[9.22 µM] | -14.0% | 13.3% | -10.0%
COC(=O)Cc1ccc(N(Cc2ccccc2F)S(=O)(=O)c2ccc(Br)cc2)cc1 | · | 4.8% | -2.7% | 20.8% | -5.8% | 11.1% | 0.6%
Cc1ccccc1OCC(=O)Nc1ccc2c(c1)OCCO2 | 4.3%[10 µM] | · | · | 0.0%[9.22 µM] | -13.0% | 2.5% | -1.2%
O=C(CSCc1cccc(Br)c1)N/N=C/c1ccc2c(c1)OCO2 | -19.2% | 11.6%[38.3 µM] | -0.4% | -23.7% | 3.1% | -9.2% | -7.5%

Some of the compounds tested; rates above refer to the full screens.
